# High-throughput results as filed in PubChem.
# Menin-MLL TR inh – displaces Texas Red mutant MLL peptide from human menin; Menin + Texas Red MLL mutant peptide, fluorescence polarization; Potency, µM (highest dose often 61.6 µM), inactives show top-dose FP activity change, negative = inhibition, hits mostly inhibitors; hit rate 0.23% among 270,000; active means well fitted inhibition curve with a large enough effect in the polarisation, with a control signal flat, not every such curve was filed as active; inconclusive means small, poorly fitted or top-dose-only effect, or effect the other way, or a change in a side signal; inactive means no such curve, though single readings can be large or run the other way; the % refers to the polarisation; further: potency means the concentration at half of the fitted maximal effect; % of control where 0% means no effect; many of its hits are not listed in these tables
# Target sequence (O00255 whole entry, looked up): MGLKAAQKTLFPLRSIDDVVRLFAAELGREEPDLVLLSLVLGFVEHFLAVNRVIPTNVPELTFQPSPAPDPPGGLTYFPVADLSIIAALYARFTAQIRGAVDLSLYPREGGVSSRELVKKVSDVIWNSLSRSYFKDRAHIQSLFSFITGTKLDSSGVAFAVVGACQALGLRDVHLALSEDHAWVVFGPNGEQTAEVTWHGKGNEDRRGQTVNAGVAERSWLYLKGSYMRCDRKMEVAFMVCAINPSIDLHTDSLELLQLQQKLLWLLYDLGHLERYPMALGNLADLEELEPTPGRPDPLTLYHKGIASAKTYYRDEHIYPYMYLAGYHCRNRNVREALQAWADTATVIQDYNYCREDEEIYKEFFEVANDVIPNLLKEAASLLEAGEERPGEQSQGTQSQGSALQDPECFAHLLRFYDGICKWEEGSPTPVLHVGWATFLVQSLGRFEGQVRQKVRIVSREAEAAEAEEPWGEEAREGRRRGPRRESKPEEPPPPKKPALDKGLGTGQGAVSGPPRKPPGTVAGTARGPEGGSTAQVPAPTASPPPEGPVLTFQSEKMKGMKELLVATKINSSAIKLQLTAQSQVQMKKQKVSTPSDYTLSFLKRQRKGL
# MBNL1 CUG block – MBNL1-poly(CUG) RNA binding inhibition; Potency, µM (titrated, usually from 57.5 µM), inactives show at the highest dose activity change, negative = inhibition, hits mostly inhibitors; Q9NR56; TR-FRET MBNL1-His/biotin-(CUG)12 binding, 665/545 ratio; hit rate 0.036% among 280,000; active means well fitted inhibition curve with a large enough effect in the signal ratio, with a control signal flat, not every such curve was filed as active; inconclusive means small, poorly fitted or top-dose-only effect, or effect the other way, or a change in a side signal; inactive means no such curve, though single readings can be large or run the other way; the % refers to the signal ratio; further: potency means the concentration at half of the fitted maximal effect; on the % scale 0 is the no-effect control and ±100 the full control effect
# Target sequence (Q9NR56 whole entry, looked up): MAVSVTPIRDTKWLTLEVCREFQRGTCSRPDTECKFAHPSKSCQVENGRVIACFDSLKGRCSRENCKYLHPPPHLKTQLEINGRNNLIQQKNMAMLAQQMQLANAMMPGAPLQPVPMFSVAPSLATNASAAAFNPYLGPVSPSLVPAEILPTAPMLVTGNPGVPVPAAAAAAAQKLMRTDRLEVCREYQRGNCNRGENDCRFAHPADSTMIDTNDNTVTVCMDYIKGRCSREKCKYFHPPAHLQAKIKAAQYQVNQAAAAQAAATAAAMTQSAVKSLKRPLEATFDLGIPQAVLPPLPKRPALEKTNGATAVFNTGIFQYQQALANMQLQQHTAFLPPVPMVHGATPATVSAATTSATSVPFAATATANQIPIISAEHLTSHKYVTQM
#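 TR-FRET readout: Ex 340 nm, 665/545 nm emission ratio, normalized to buffer-only (basal) and MBNL1-(CUG)12 controls. Complex of MBNL1-His with Biotin-(CUG)12, compounds 92 nM–58 uM, incubated 60 min at room temperature.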
# hERG WT inh – blocks the wildtype human KCNH2 potassium channel. Q12809. U2OS, BacMam KCNH2, thallium flux FluxOr; hits give low values. activity change, % at 1.84 µM. hit rate 0.37% among 340,000. AID 720551;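 active means maximum activity change below -70%; inconclusive means maximum activity change between -70% and -50%; inactive means maximum activity change above -50%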; further: on the % scale 0 is the no-effect control and ±100 the full control effect
#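 U2OS cells were transduced with wild-type KCNH2 virus (2.03 x 10^8 / mL) for 4 h at room temperature, then cultured overnight at 37 C. Thallium flux was read with FluxOr dye. Rate constants were normalized to DMSO controls.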
# GALK inhibitor – blocks human galactokinase activity. AID 1868. P51570. Purified GALK, Kinase-Glo residual ATP luminescence. hit rate 0.007% among 270,000. Potency, µM (series often up to 57.5 µM), for inactives: at the highest dose activity change, negative = inhibition, hits mostly inhibitors; further: potency means the concentration at half of the fitted maximal effect; on the % scale 0 is the no-effect control and ±100 the full control effect
#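 Kinase-Glo Plus luminescence measured ATP left after a 1 h room-temperature reaction. The reaction used 5 nM GALK, 100 uM galactose and 35 uM ATP at pH 8.0 (20 mM HEPES, 5 mM MgCl2, 60 mM NaCl, 1 mM DTT, 0.01% BSA).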
# Mito fusion act – blocks mitochondrial division or promotes mitochondrial fusion | S. cerevisiae fusion-defective mutant growth rescue, CellTiterGlo 48 h | Potency, µM (series often up to 46.1 µM), for inactives: at the top dose growth rescue (activation), hits mostly activators | hit rate 0.23% among 320,000;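 further: potency means the concentration at half of the fitted maximal effect; % of control where 0% means no effect; nearly all actives have a fitted effect of over 45% in size; temperature-sensitive fusion mutants such as fzo1-1 at 37 °C on non-fermentable ethanol glycerol medium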
#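 Yeast fusion mutant, YPEG (non-fermentable carbon), compound, 48 h at 37C non-permissive; CellTiterGlo added, 10 min RT, luminescence read. Rescued growth = division inhibition.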
# S-ASM inh – human S-ASM enzyme inhibition. placental ASM, HMU-PC fluorogenic substrate, 60 min. Potency, µM (series often up to 57.5 µM), for inactives: at the highest dose activity change, negative = inhibition, most hits filed as inhibitors. hit rate 0.006% among 340,000. AID 504937; further: potency means the concentration at half of the fitted maximal effect
#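 Human placenta-derived ASM enzyme was preincubated with compound for 10 minutes at room temperature, then given fluorogenic substrate HMU-PC0 (9 uM final) for 60 minutes at 37 °C; a pH 10 stop preceded fluorescence reading at Ex 386/Em 447 nm.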
# USP2a inh – blocks human ubiquitin-specific protease USP2a; hit rate 0.01% among 330,000; Potency, µM (titrated, usually from 38.3 µM), inactives show top-dose activity change, negative = inhibition, most hits filed as inhibitors; O75604; AID 463254; USP2 core, Ub-CHOP2 coupled fluorogenic reporter, 485/531;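 further: potency means the concentration at half of the fitted maximal effect; plate controls were DMSO wells for no effect and full inhibition by NEM control for full effect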
#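 USP2 core (10nM final) preincubated 30min RT with compound in 20mM Tris-HCl pH 8.0, 2mM CaCl2, 2mM beta-mercaptoethanol, 0.05% CHAPS; 25nM Ub-CHOP2 plus 25nM reporter substrate added, fluorescence (Ex485/Em531) read after 60min.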
# PKM2 activator – PKM2 (human) enzyme activation; P14618; purified PKM2, Kinase-Glo ATP luminescence, activation; response scale: 0% is enzyme alone, no compound; Potency, µM (top dose mostly 57.5 µM), for inactives: at the top dose activation, usual class: activators; AID 1631; hit rate 0.34% among 260,000; further: potency means the concentration at half of the fitted maximal effect; on the % scale 0 is the no-effect control and ±100 the full control effect; nearly all actives have a fitted effect of over 55% in size
#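 ATP formation by purified human PK-M2, quantified via coupled luciferase luminescence after 1 h at room temperature with 0.1 mM ADP and 0.5 mM PEP final.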
# BCR signal inh – chronic active BCR signaling inhibition; hit rate 0.05% among 340,000; ABC-DLBCL IkBa-CBG/CBR reporter, luminescence ratio, 4 h; AID 493014; Potency, µM (series often up to 46.1 µM), for inactives: top-dose ratio change, negative = lower green/red ratio, usual class: inhibitors; active means well fitted inhibition curve with a large enough effect in the signal ratio, with a control signal flat, not every such curve was filed as active; inconclusive means small, poorly fitted or top-dose-only effect, or effect the other way, or a change in a side signal; the % refers to the signal ratio;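 further: potency means the concentration at half of the fitted maximal effect; plate controls were basal doxycycline-induced cells for no effect and cells given 10 µM MG132 for full effect; MG132 reads +100%, hits lower the ratio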
#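 TMD8 human ABC-DLBCL cells with doxycycline-inducible IκBα–green luciferase fusion and unfused red luciferase, in 0.5% FBS medium; compounds up to 46 uM, 4 h at 37C. Green/red luminescence ratio, filter-overlap corrected, fitted to concentration-response curves.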
# TSHR antag – blocks TSH signaling through the human TSH receptor; activity change, negative = inhibition, % at 11.5 µM; P16473; hit rate 0.2% among 330,000; TSHR-expressing cells, TSH-stimulated cAMP HTRF, 2 h; hits give low values;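 active means activity change below a set negative limit, meaning inhibition stronger than a set level, cut at about -70% in these data; inconclusive means activity change between two set negative limits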; further: on the % scale 0 is the no-effect control and ±100 the full control effect
#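 TSHR-expressing cells, 200/well, pre-treated with compound, then stimulated with EC80 TSH (4nM final) for 2 hours at 37 deg C. cAMP measured by competitive HTRF: anti-cAMP cryptate antibody in lysis buffer plus cAMP-d2, read after 30 minutes at room temperature.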
# Eya2 phos inh – inhibitors of human Eya2 phosphatase activity | Potency, µM (series often up to 76.9 µM), for the others: top-dose activity, negative = inhibition, hits mostly inhibitors | recombinant Eya2, OMFP fluorescence dephosphorylation (OMFP is methylfluorescein phosphate) | hit rate 0.006% among 330,000 | AID 488837; further: potency means the concentration at half of the fitted maximal effect; on the % scale 0 is the no-effect control and ±100 the full control effect
#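 Eya2 protein (added as 0.2 uM solution) was preincubated with compound for 10 min at ambient temperature in 50 mM HEPES pH 7.5, 50 mM NaCl, 5 uM MgCl2, 0.05% BSA, 1 mM DTT. OMFP (added at 50 uM) then reacted 10 min; fluorescence read at 485/525 nm.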
# * hit, by the source's call; ? = inconclusive; nt = no result given; [ ] = another dose, or the depositor's remark. Unless noted, the call rests on the fitted dose curve; in most records, active means well fitted curve in the direction sought with a large enough effect; inconclusive means small, poorly fitted or top-dose-only effect, or another doubt; inactive means no such curve, though single readings can be large; an effect the other way counts as inactive or inconclusive. An excerpt; count on the stated rates, not on these rows.
SMILES,Menin-MLL TR inh,MBNL1 CUG block,hERG WT inh,GALK inhibitor,Mito fusion act,S-ASM inh,USP2a inh,PKM2 activator,BCR signal inh,TSHR antag,Eya2 phos inh
O=C(Cc1ccccc1)Nc1ccc(NC(=O)c2cccc(Cl)c2)cc1,-15%,-2%,4,0%,-3%,1%,6%,-1%,-7%,-1,7%
CCOc1ccccc1N1CCN(C(=O)CC(C)(C)C)CC1,-13%,-2%,0,1%,1%,8%,1%,0%,-2%,0,-19%
N#CCSc1nc2cc(C(=O)N3CCC(C(N)=O)CC3)ccc2c2nc3ccccc3n12,-2%,3%,2,0%,1%,-1%,3%,-3%,?,-6,-8%
CC(C)(C)NC(=O)COc1ccc(CNCc2cccnc2)cc1,9%,-13%,-11,-1%,-1%,0%,0%,9%,11%,4,-8%
NC(=O)C(c1cccc(Cl)c1)c1ncc(C(F)(F)F)cc1Cl (stereo not drawn),-7%,-3%,-14,-3%,2%,3%,1%,0%,14%,4,-3%
CC1CCCN(S(=O)(=O)c2ccc(C(=O)Nc3nnc(-c4ccco4)o3)cc2)C1 (stereo not drawn),?,43%[activator],-5,1%,2%,nt,1%,3%,4%,5,-7%
CCOC(=O)c1nn(-c2ccc(C)c(Cl)c2)c(=O)c(C#N)c1C,-7%,?,-3,-3%,-3%,2%,1%,-8%,2%,4,6%
COc1nc(-c2ccc(Cl)cc2)ccc1-c1noc(-c2ccco2)n1,4%,-1%,-21,1%,-3%,1%,7%,0%,-9%,5,-5%
CCOc1ccccc1-n1c(SCC(=O)N2CCCC2)nnc1-c1ccc(O)cc1,-5%,-14%,4,0%,-2%,1%,nt,-16%,nt,nt,nt
Cc1ccc2[nH]c3c(c2c1)CN(C(=O)CN1CCN(Cc2ccc4c(c2)OCO4)CC1)CC3,-14%,-14%,27,0%,-4%,-2%,2%,-6%,?,11,4%
CCCN(CC1CC1)C(=O)COC(=O)c1ccc(C)cc1O,nt,nt,0,nt,nt,-1%,3%,nt,7%,7,5%
C[C@@H]1CC[C@]2(C(=O)O)CC[C@]3(C)C(=CCC4[C@@]5(C)CC[C@H](O)[C@@](C)(C(=O)O)C5CC[C@]43C)C2[C@]1(C)O (stereo partly drawn),nt,nt,2,nt,nt,-8%,5%,nt,?,-13,12%
CCCCn1c(=O)c(CCC(=O)O)nc2ccccc21,-17%,?,2,-3%,0%,5%,-4%,-8%,18%,11,13%
Nc1c(Cl)ncnc1N/N=C/c1ccc2ccccc2n1,5%,?,2,1%,3%,-1%,4%,1%,?,-7,1%
CC(=O)NC(=O)c1nnn(Cc2ccccc2)c1NC(C)=O,30%[activator],-13%,0,0%,6%,3%,3%,2%,0%,-3,-3%
Cc1cccc(NC(=S)NC(=O)c2ccc(Br)o2)c1C,-4%,3%,-22,2%,1%,-2%,2%,-3%,?,7,-21%
O=C(CCNS(=O)(=O)c1ccc(Cl)cc1)N1CCC2(O)CCCCC2C1 (stereo not drawn),3%,2%,23,3%,3%,0%,1%,-18%,-1%,27,29%
CCOC(=O)c1cnc(SCC#N)nc1N,nt,-5%,-4,-2%,0%,4%,-1%,13%,6%,-1,4%
Cc1ccc(N=CC2=C(O)CC(c3ccco3)CC2=O)cc1 (stereo not drawn),-1%,12%,1,-1%,-1%,14%,5%,22%,?,-3,8%
COc1ccc(CN(C(=O)c2ccc(-c3ccccc3)[nH]2)C(C(=O)NC(C)(C)C)c2ccncc2)cc1 (stereo not drawn),-7%,-5%,8,0%,2%,?,8%,?,?,7,-2%
CCOc1cc(CNc2ccc(O)cc2)cc(Br)c1OCc1ccccc1F,?,?,-1,-4%,19%,-23%,-4%,-2%,15%,-8,-13%
CCCn1nc(C(=O)NNC(=O)CCOc2ccccc2OCC)c2ccccc2c1=O,nt,nt,1,nt,-3%,3%,0%,nt,-6%,0,-3%
COc1ccc(/C=C2\SC(=S)N(CCC(=O)N(CCO)c3ccccc3)C2=O)cc1OC,?,3%,11,-1%,7%,-13%,3%,nt,?,2,-11%
N/C(=N\OC(=O)Cc1ccccc1)c1ccc(Br)cc1,2%,-21%,-9,1%,1%,-2%,0%,1%,?,-7,-1%
CCCC(C)NC(=O)Cc1ccccc1[N+](=O)[O-] (stereo not drawn),14%,1%,-2,-3%,-2%,nt,1%,-1%,-4%,-4,-7%
O=C(CCCn1c(=S)[nH]c2ccccc2c1=O)NCc1ccco1,-1%,-3%,0,3%,-1%,5%,nt,-3%,nt,nt,nt
N#C/C(=C\c1ccc([N+](=O)[O-])o1)c1nc2ccccc2[nH]1,9%,7%,-17,-3%,-29%,1%,3%,11%,-5%,-28,7%
C/C(=N\Nc1ccccn1)c1ccc(C(C)C)cc1,31%[activator],nt,-1,0%,1%,4%,1%,-7%,?,9,18%
CCOCCOC(=O)c1ccc(-n2cncn2)nc1,-1%,-4%,1,-1%,3%,4%,3%,-6%,1%,-21,3%
COC(=O)c1cccc(NC(=O)CSc2nncn2-c2ccccn2)c1,16%,-8%,16,0%,-2%,-1%,-1%,-2%,0%,19,6%
Cc1ccc(-c2cc(C(=O)N/N=C/C(Br)=C/c3ccccc3)n[nH]2)o1,14%,4%,-1,0%,1%,-28%,1%,-1%,?,4,11%
CC(C)NC(=O)c1ccccc1NC(=O)C1CC(=O)N(C(C)C)C1 (stereo not drawn),11%,-2%,-11,2%,-2%,3%,-1%,4%,3%,-2,3%
CCOC(=O)c1cnc2cc(F)c(F)cc2c1N1CCN(C)CC1,?,-6%,nt,nt,-8%,nt,-2%,nt,4%,-1,5%
CCN(CC(=O)NCCCn1ccnc1)S(=O)(=O)c1ccc(C)cc1,-1%,-2%,-19,-1%,-3%,-3%,1%,nt,0%,-10,2%
O=C(Nc1cc(S(=O)(=O)N2CCOCC2)ccc1Cl)c1cc(=O)c2ccccc2o1,-13%,5%,-5,-2%,7%,-5%,1%,11%,0%,-34,-2%
O=C(Cn1ncc2c3ccccc3n(Cc3ccc(Cl)cc3)c2c1=O)NCCCN1CCCC1=O,-20%,33%[activator],0,9%,-4%,-6%,6%,nt,-9%,-35,-24%
CC(C)C(=O)Nc1nnc(NC(=S)Nc2ccccc2)s1,?,3%,-4,-2%,-2%,-9%,1%,-2%,?,-10,-9%
COc1ccc(NC2=NC(=S)N(c3cccc(C)c3)C23CCCCC3)cc1,1%,-1%,-3,0%,-4%,3%,2%,-4%,4%,4,-14%
Cn1c(C(=O)NCCCN2CCCCCC2)cc2c(=O)n(C)c3ccccc3c21,-21%,-1%,6,-3%,1%,5%,4%,12%,-2%,-1,9%
O=C(CNC(=O)c1ccco1)NCc1nc2ccccc2[nH]1,0%,2%,-10,1%,0%,3%,1%,-4%,3%,7,-2%
CC(=O)c1ccc(NC(=S)NC(=O)c2c(Cl)c(C)nn2C)cc1,-8%,7%,-8,2%,-1%,-1%,1%,0%,4%,-5,1%
Cc1ccc(NC(=O)CCS(=O)(=O)c2cc3c(cc2Cl)NC(=O)CO3)cc1,nt,0%,-6,-7%,2%,3%,1%,nt,-12%,9,0%
Cc1nc2sccn2c(=O)c1S(=O)(=O)N1CCN(c2ccccc2)CC1,8%,-7%,4,nt,-4%,0%,-1%,1%,-22%,-9,-21%
Cn1ncc(C#N)c1/N=C/N1CCCCC1,8%,-3%,-1,0%,-3%,-1%,0%,-13%,6%,-6,-1%
CC(OC(=O)c1ccc2c(=O)n3c(nc2c1)CCCCC3)C(=O)Nc1ccc(Cl)cn1 (stereo not drawn),-2%,7%,-4,2%,19%,-1%,0%,-3%,-1%,1,0%
O=C1OC[C@@H]2CCCN2C(=O)[C@H](CC(=O)N(CCO)Cc2ccccc2)C/C=C\C[C@H]1Cc1ccc(F)cc1,nt,nt,-4,nt,nt,12%,4%,nt,-1%,7,-30%
CCOc1cc(C2c3c(n[nH]c3C)C(=O)N2c2ccc(Br)cc2)ccc1O (stereo not drawn),40%[activator],-6%,3,-1%,3%,-10%,-1%,-17%,?,11,3%
CN1CCc2c(sc3c2C(=O)NC(c2cccs2)N3)C1 (stereo not drawn),28µM*,?,3,-1%,2%,326%[activator],8%,-1%,-1%,-9,8%
C(=N\n1cnc2ccccc21)/c1cccnc1,1%,6%,6,0%,-2%,-11%,2%,1%,?,-9,13%
